Source: PubChem BioAssay (National Center for Advancing Translational Sciences (NCATS))
S-ASM inh: Inhibitors of Secretory Acid Sphingomyelinase (S-ASM): qHTS; Sphingomyelin phosphodiesterase (Homo sapiens), P17405; placental ASM, HMU-PC fluorogenic substrate, 60 min; Potency, µM (series often up to 57.5 µM), for inactives: at the top dose activity change, negative = inhibition, usual class: inhibitors; 340,000 compounds, 0.006% hits; further: potency means the concentration at half of the fitted maximal effect
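qHTS format. ASM enzyme prepared from human placenta hydrolyses the fluorogenic substrate HMU-PC0 (9 uM final) over 60 min at 37 °C after a 10 min compound preincubation.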
a7 integrin act: qHTS for Activators of Integrin-Mediated Alleviation for Muscular Dystrophy | alpha7betagal myoblasts, beta-gal FDG fluorescence, 48 h | Potency, µM (highest dose often 38.3 µM), inactives show top-dose activation, actives largely listed as activators | 350,000 compounds, 0.064% hits;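 further: potency means the concentration at half of the fitted maximal effect; 100% = response of the positive control SU9516; nearly all actives have a fitted effect of over 60% in size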
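Alpha7betagal+/- myoblasts (passage 13) were plated 16-24 hr, then exposed to compounds (1:260 dilution of DMSO stock) for 48 hours at 37C. After MPER lysis, β-galactosidase reporter activity was read as FDG fluorescence (ex 480/em 540) after 30 minutes.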
GALK inhibitor: qHTS Assay for Inhibitors of Human Galactokinase (GALK); P51570; Purified GALK, Kinase-Glo residual ATP luminescence; Potency, µM (titrated, usually from 57.5 µM), inactives show at the top dose activity change, negative = inhibition, usual class: inhibitors; 270,000 compounds, 0.007% hits; further: potency means the concentration at half of the fitted maximal effect; on the % scale 0 is the no-effect control and ±100 the full control effect
Target sequence (P51570 whole entry, looked up): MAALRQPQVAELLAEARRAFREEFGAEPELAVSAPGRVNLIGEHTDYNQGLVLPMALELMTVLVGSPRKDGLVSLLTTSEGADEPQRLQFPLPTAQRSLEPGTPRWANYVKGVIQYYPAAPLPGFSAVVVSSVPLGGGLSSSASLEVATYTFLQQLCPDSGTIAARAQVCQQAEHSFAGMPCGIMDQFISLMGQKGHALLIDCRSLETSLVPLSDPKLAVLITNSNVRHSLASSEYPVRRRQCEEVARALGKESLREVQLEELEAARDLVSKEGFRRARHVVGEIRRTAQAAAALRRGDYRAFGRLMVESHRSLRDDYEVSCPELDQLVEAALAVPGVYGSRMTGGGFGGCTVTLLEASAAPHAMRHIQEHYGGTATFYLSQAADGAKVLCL
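Kinase-Glo Plus luminescence measured ATP left after a 1 h room-temperature reaction. The reaction used 5 nM GALK, 100 uM galactose and 35 uM ATP at pH 8.0 (20 mM HEPES, 5 mM MgCl2, 60 mM NaCl, 1 mM DTT, 0.01% BSA).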
CXXC DNA block: qHTS Fluorescence Polarization Assay for Inhibitors of MLL CXXC domain - DNA interaction; Potency, µM (series often up to 115 µM), without a hit: at the highest dose activity change, negative = inhibition, hits mostly inhibitors; 290,000 compounds, 0.037% hits; MLL-CXXC / FITC-HOXA9 DNA fluorescence polarization; AID 2662, 2010; active means well fitted inhibition curve with a large enough effect in the polarisation, with a control signal flat, not every such curve was filed as active; inconclusive means small, poorly fitted or top-dose-only effect, or effect the other way, or a change in a side signal; inactive means no such curve, though single readings can be large or run the other way; the % refers to the polarisation; further: potency means the concentration at half of the fitted maximal effect
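Purified MLL-CXXC (added from a 7 uM solution) was preincubated 5 min at ambient with pinned compounds in 50 mM Tris-HCl pH 7.5, 50 mM NaCl, 1 mM DTT, 0.05% BSA. Fluorescein-labeled HOX-A9 DNA (50 nM solution) followed, 30 min, then polarization read.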
KCNH2 3.1 inh: qHTS for Inhibitors of KCHN2 3.1: Mutant qHTS; U2OS KCNH2 3.1, thallium flux FluxOr; active compounds read low; 340,000 compounds, 0.95% hits; Potassium voltage-gated channel subfamily H member 2, brain isoform KCNH2 3.1 (human); activity change, % (tested at about 1.8 µM);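 active means maximum activity change below -70%; inconclusive means maximum activity change from -70% to -50%; inactive means maximum activity change above -50%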;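 further: thallium influx rate constant from kinetic fluorescence after stimulation buffer; on the % scale 0 is the no-effect control and ±100 the full control effect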
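We transduce U2OS cells with the mutant 3.1 virus, culture them overnight, load FluxOr with Red40 quencher for 45 min, then add stimulation buffer and read kinetically for 2 min to derive a normalized rate constant.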
FBPA coupling cs: qHTS Assay for Inhibitors of Fructose-1,6-bisphosphate Aldolase from Giardia Lamblia: Coupling assay counterscreen | coupling enzyme system counterscreen, AmpLite Red fluorescence | activity change, negative = inhibition, % at 58.2 µM, hits read low | 290,000 compounds, 0.67% hits; in the data active means activity change below about -30%; further: on the % scale 0 is the no-effect control and ±100 the full control effect
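Activity here indicates interference with the coupling reaction, not aldolase inhibition. Compounds at 57.5 uM final met coupling enzymes for 10 min at RT; substrate and AmpLite Red detection followed, with a 525/598 nm fluorescence read after 20 min.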
AT treatment: qHTS Assay for Identifying a Potential Treatment of Ataxia-Telangiectasia; […] A-T fibroblasts, KAP-1 phosphorylation AlphaLISA; neocarzinostatin DNA damage 30 min before lysis; Potency, µM (series often up to 57.5 µM), inactives show at the highest dose activation, actives largely listed as activators; 320,000 compounds, 0.19% hits; AID 485349, 2010; further: potency means the concentration at half of the fitted maximal effect; % of control where 0% means no effect; nearly all actives have a fitted effect of over 45% in size
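ATM-like activity read as KAP-1 phosphorylation via AlphaLISA donor/acceptor antibody pairs after lysis and 6 hr at 25C. Cells were ATM-null patient fibroblasts ([…], hTERT), dosed 60 min, then exposed to the DSB inducer NCS for 30 min.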
KCNH2 WT inh: qHTS for Inhibitors of KCHN2 3.1: Wildtype qHTS. 340,000 compounds, 0.37% hits. activity change, % at 1.84 µM. U2OS, BacMam KCNH2, thallium flux FluxOr; active compounds read low. Voltage-gated inwardly rectifying potassium channel KCNH2 (Homo sapiens), Q12809;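 active means maximum activity change below -70%; inconclusive means maximum activity change between -70% and -50%; inactive means maximum activity change above -50%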; further: on the % scale 0 is the no-effect control and ±100 the full control effect
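U2OS cells transduced with wild-type KCNH2 virus are loaded with FluxOr dye for 45 min, and thallium flux is measured in kinetic reads before and after stimulation buffer. Rate constants are normalized to DMSO controls.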
MBNL1 CUG block: qHTS Assay for Inhibitors of MBNL1-poly(CUG) RNA binding | TR-FRET MBNL1-His/biotin-(CUG)12 binding, 665/545 ratio | Potency, µM (highest dose often 57.5 µM), without a hit: top-dose activity change, negative = inhibition, most hits filed as inhibitors | 280,000 compounds, 0.036% hits | Muscleblind-like protein 1 (Homo sapiens), Q9NR56; active means well fitted inhibition curve with a large enough effect in the signal ratio, with a control signal flat, not every such curve was filed as active; inconclusive means small, poorly fitted or top-dose-only effect, or effect the other way, or a change in a side signal; inactive means no such curve, though single readings can be large or run the other way; the % refers to the signal ratio; further: potency means the concentration at half of the fitted maximal effect; on the % scale 0 is the no-effect control and ±100 the full control effect
Target sequence (Q9NR56 whole entry, looked up): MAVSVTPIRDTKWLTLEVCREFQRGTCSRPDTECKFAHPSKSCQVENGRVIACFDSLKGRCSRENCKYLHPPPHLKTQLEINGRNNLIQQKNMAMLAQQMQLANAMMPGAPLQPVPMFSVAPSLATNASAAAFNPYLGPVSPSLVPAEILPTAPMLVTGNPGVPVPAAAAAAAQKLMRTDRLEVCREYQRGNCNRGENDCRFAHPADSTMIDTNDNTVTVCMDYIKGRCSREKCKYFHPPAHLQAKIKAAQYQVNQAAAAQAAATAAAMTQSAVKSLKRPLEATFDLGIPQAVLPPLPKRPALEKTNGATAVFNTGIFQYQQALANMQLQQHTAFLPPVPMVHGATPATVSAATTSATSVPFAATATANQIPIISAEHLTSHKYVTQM
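Compound titration spanned 92 nM–58 uM against the MBNL1-His/biotin-(CUG)12 complex. After 60 min at room temperature with 5 nM streptavidin-XL665 and 0.055 ng/ul terbium anti-His, ratiometric 665/545 nm emission (Ex 340 nm) normalized to controls.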
TRPV1 agonist: HTS Assay for Compounds that Act as Agonists of the Vanilloid Receptor 1 | TRPV1-expressing cells, Fluo-8 calcium influx, agonist mode | AID 540275, 2011 | Transient receptor potential cation channel subfamily V member 1 (Homo sapiens), Q8NER1 | 320,000 compounds, 0.19% hits | activation, % at 8.33 µM; in the data active means activation above about 80%; inconclusive means between about 30% and that limit; further: 0% is about no effect
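TRPV1-expressing cells were cultured overnight at 35.5C and loaded with Fluo-8 calcium dye for 40 to 90 min at room temperature. After a 10 s baseline, compound was added and calcium influx was read kinetically for 3 min (ex 480/em 520 nm).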
Starred values were filed as active, the others as inactive; i = inactive; ? = inconclusive; / = no result given; & = joins results of further samples; [ ] = remark or other dose. Unless noted, the call rests on the fitted dose curve; in most records, active means well fitted curve in the direction sought with a large enough effect; inconclusive means small, poorly fitted or top-dose-only effect, or another doubt; inactive means no such curve, though single readings can be large; an effect the other way counts as inactive or inconclusive.

SMILES | S-ASM inh | a7 integrin act | GALK inhibitor | CXXC DNA block | KCNH2 3.1 inh | FBPA coupling cs | AT treatment | KCNH2 WT inh | MBNL1 CUG block | TRPV1 agonist
O=C(c1ccccc1F)N1CCN(CC2CC3C=CC2C3)CC1 (configuration not stated) | -2% | 28% | 0% | -6% | 1 | 1 | 14% | 1 | 1% | 12
Clc1ccc(C2[C@H]3CN(Cc4cccnc4)[C@H](c4ccccc4)C34CC2(c2ccccc2)C4)cn1 (some centres not stated) | 4% | 17% | -1% | -15% | -7 | -5&-2 | 13% | 9 | 4% | 2
O=C(c1ccc(=O)n(Cc2ccccc2)n1)N1CCN(C/C=C/c2ccccc2)CC1 | 7% | -14% | 0% | -20% | -12 | 4 | 2% | -2 | -11% | 2
C=CCNC(=O)c1onc(CSc2cccc(OCC)c2)c1C(=O)O | 9% | 9% | 1% | 0% | 14 | 6 | -10% | -13 | 6% | 3
CCOc1ccccc1NC(=O)c1nnn(CC(=O)Nc2ccc3c(c2)OCO3)c1N | -2% | 11% | 2% | 8% | 3 | / | -3% | -13 | -3% | 26
COc1ccc(S(=O)(=O)N2CCN(C)CC2)cc1 | 3% | -21% | -7% | 24% | 8 | 3 | 6% | -3 | -1% | -2
CCn1c(SCC(=O)c2c[nH]c3ccccc23)nc2cc(S(=O)(=O)N3CCOCC3)ccc21 | -23% | -24% | -1% | 18% | -3 | -9 | 6% | 7 | / | 5
O=C(COC(=O)C1CCN(c2ccc(C(F)(F)F)cn2)CC1)NC1CCCCC1 | -3% | 0% | / | / | -10 | / | -11% | -3 | / | 19
c1ccc(C2Nc3ccccc3-c3nc4ccccc4n32)nc1 (configuration not stated) | 276%[activator] | 0% | 0% | 1% | -10 | -6 | 0% | -3 | -2% | -5
CCCc1c(C)nn(C(=O)/C(C#N)=N/Nc2ccccc2[N+](=O)[O-])c1C | -2% | -1% | 7% | -3% | -5 | 4 | -4% | -1 | ? | 0
O=C(c1cc2ccccc2c(=O)o1)N1CCCc2ccccc21 | -2% | -5% | -1% | -1% | 6 | 3 | -6% | 1 | -6% | 9
CC(C)(C)OC(=O)NNC(=O)c1ccc(Cl)cc1 | -1% | 10% | -3% | 13% | -13 | 3 | 3% | -8 | -7% | 0
CCOc1ccc(NC(=S)Nc2cc(-c3ccccc3)[nH]n2)cc1 | -13% | 1% | 3% | 21% | -1 | -6 | -1% | 0 | 4% | 3
CCC1(c2ccc(Cl)cc2)NC(=O)N(Cc2ccc(C(=O)OC)cc2)C1=O (configuration not stated) | -6% | 7% | 4% | ? | 3 | 8 | 6% | 1 | -7% | 18
Cc1cc(C)c(C#N)c(SCC(O)COc2ccc(Br)cc2)n1 (configuration not stated) | ? | 15% | 17% | -13% | 4 | -1 | -4% | -19 | -2% | -2
CCCNC(=O)c1cc(-c2ccc3c(c2)OCO3)on1 | 0% | 11% | 3% | 19% | 33 | 4 | 3% | 2 | 5% | 13
COC(=O)c1ccc(COc2ccccc2/C=C(\C#N)C(=O)Nc2c(C)cccc2C)cc1 | -1% | 0% | 3% | 47%[activator] | -9 | 0 | -19% | 3 | 13% | 8
CCn1c(=O)n(CC(=O)NCC2CCCO2)c(=O)c2c3c(sc21)CCCC3 (configuration not stated) | 3% | -7% | 3% | 5% | 21 | / | -4% | -28 | -3% | 2
COc1ccc(OC)c(NC(=O)CSc2nnc(N)s2)c1 | -1% | 2% | -2% | 2% | 10 | 2 | -1% | 7 | 4% | 2
CC(C)Oc1cccc(C(=O)C2CCCN(C(=O)c3csnn3)C2)c1 (configuration not stated) | 2% | -12% | 5% | 1% | 4 | 2 | -1% | -17 | -3% | 2
NS(=O)(=O)c1ccc(NC(=S)Nc2ccc(C(=O)N3CCCCC3)cc2)cc1 | 1% | 5% | -1% | 2% | 15 | 1 | 6% | 0 | -4% | -1
CCOc1ccc2nc(COC(=O)c3ccco3)c(C(C)=O)[n+]([O-])c2c1 | 39%[activator] | 3% | 1% | -5% | -18 | 1 | -2% | -11 | ? | 14
Cc1cc(C)nc(/N=C2\NC(=O)CC(C(=O)O)N2c2ccc(Cl)cc2)n1 (configuration not stated) | 4% | -3% | 1% | -1% | -4 | -2 | -8% | -11 | -6% | 0
COC(=O)N/N=C\c1c(C)[nH]n(-c2ccccc2)c1=O | 0% | -6% | 0% | -11% | 0 | 1 | 4% | -7 | 6% | 0
COc1cc(C#Cc2c(-c3cncn3C)n(C)c3ccc(Br)cc23)cc(OC)c1 | -17% | 0% | / | / | -5 | / | 28% | -3 | / | /

An excerpt from above in order of their number in TRPV1 agonist, lowest first.
Compound | S-ASM inh | a7 integrin act | GALK inhibitor | CXXC DNA block | TRPV1 agonist
c1ccc(C2Nc3ccccc3-c3nc4ccccc4n32)nc1 (configuration not stated) | 276%[activator] | 0% | 0% | 1% | -5
Cc1cc(C)c(C#N)c(SCC(O)COc2ccc(Br)cc2)n1 (configuration not stated) | ? | 15% | 17% | -13% | -2
O=C(c1ccccc1F)N1CCN(CC2CC3C=CC2C3)CC1 (configuration not stated) | -2% | 28% | 0% | -6% | 12

Later entries:
SMILES | S-ASM inh | a7 integrin act | GALK inhibitor | CXXC DNA block | KCNH2 3.1 inh | FBPA coupling cs | AT treatment | KCNH2 WT inh | MBNL1 CUG block | TRPV1 agonist
CCn1c(SCC(=O)N2CCCCC2)nc2c(c1=O)SC(C)C2 (configuration not stated) | -3% | -14% | 1% | 15% | -7 | 4 | 4% | -9 | 3% | -1
Cc1cc2c(SCC(=O)NCC3CCCO3)ncnc2s1 (configuration not stated) | -1%[11.5 µM] | 0% | 12% | 4% | -11 | -1 | -4% | -5 | -7% | 2
COc1ccc(N2CCN(C(=O)CSc3nnc(-c4cccnc4)n3-c3ccc(F)cc3)CC2)cc1 | -1% | -32% | -3% | -2% | 1 | 3 | -1% | -7 | -11% | -2
CC1(c2ccccc2Cl)NC(=O)N(CC(=O)NCc2ccco2)C1=O (configuration not stated) | -2% | 8% | -2% | 2% | 5 | 0 | -1% | 0 | -2% | 1
CCOC(=O)N1CCN(C(=O)Cn2ccc3c(OC)cccc3c2=O)CC1 | -1% | 27% | -1% | 5% | 2 | 3 | 18% | -18 | 1% | 9
Cc1ccc(CC(=O)N2CCN(c3ccccc3F)CC2)cc1 | 0% | -8% | -3% | 3% | 3 | -1 | 1% | -1 | -5% | ?
CCN(Cc1ccccc1)C(=O)c1cccc(S(=O)(=O)N2CCN(c3ccccc3)CC2)c1 | -5% | -28% | / | / | -33 | / | 8% | -8 | / | 12
O=C(Nc1ccccc1)N1CCc2scc[n+]2-c2ccccc21 | -2% | -2% | 2% | -2% | 13 | -1 | -11% | 3 | 6% | 4
N#Cc1ccc2c(c1)C[C@]1(c3ccsc3)Oc3c(c(=O)oc4ccccc34)C2O1 | / | / | / | 5%[23 µM] | / | -2 | -13%[11.5 µM] | / | 1%[11.5 µM] | i
O=C(Nc1ccc(NC(=O)C2CC2)nc1)c1cccc(F)c1 | 0% | 6% | -1% | -2% | -2 | 2 | -2% | 8 | 3% | 13
CCc1ccc(S(=O)(=O)Nc2ccc(O)c3ccccc23)cc1 | -6% | -23% | -2% | 20% | 3 | -9 | -23% | 7 | 14% | -2
O=C(O)C1CC=CCC1C(=O)NNc1c(Cl)cc(Cl)cc1Cl (configuration not stated) | 1% | 6% | 0% | -4% | 13 | 11 | 1% | 2 | 0% | -2
Cc1ccc(F)cc1NC(=O)CCc1c(C)[nH]c(=O)c(C#N)c1C | -11% | 4% | 6% | 7% | -6 | 0 | -2% | -3 | -5% | 1
CCN(Cc1nc2ccccc2c(=O)[nH]1)C(=O)c1cc(C2CC2)nn1-c1ccccc1 | -6% | 7% | / | / | -8 | / | 5% | -5 | / | 8
CCN1C(=O)[C@@H]2[C@@H](c3ccc(-c4ccc(C(C)=O)cc4)c(OC)c3)N3CCC[C@@]3(C(=O)OC)[C@@H]2C1=O | -8% | 5% | / | / | 4 | / | 21% | -19 | / | -3
